GDH-TPI inh – GDH-TPI coupled enzyme inhibition counter-screen. inhibition, % at 4.8 µM. GDH-TPI coupled enzyme counterscreen, NADH absorbance. actives 1.2% (n = 360,000); in the data active = inhibition above about 30%;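 also: 0% = DMSO wells and 100% = wells lacking the enzyme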
BoNT-F LC inh – BoNT F light chain protease inhibition. Multiplex microsphere protease cleavage assay, flow cytometry. inhibition, % at 10 µM. actives 0.22% (n = 360,000). AID 588497; in the data active = inhibition above about 35%, passing the limit was not always enough; inconclusive = no clear call, values can overlap the other calls; also: plate controls were buffer without enzyme for full effect and enzyme alone for no effect
FBA Mtb inh – Mtb fructose-bisphosphate aldolase inhibition. P9WQA3. purified M. tuberculosis FBA, fluorescence read-out. inhibition, % at 1 µM. actives 2.3% (n = 360,000); in the data active = inhibition above about 27%;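 also: 0% = vehicle and 100% = reference inhibitor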
Mtb UGM inh – Mtb UDP-galactopyranose mutase inhibition | P9WIQ1 | purified UGM, fluorescence polarization probe displacement | inhibition, % at 10 µM | actives 0.06% (n = 320,000) | AID 504406; in the data active = inhibition above about 10%, passing the limit was not always enough; inconclusive = no clear call, values can overlap the other calls
Target sequence (P9WIQ1 whole entry, looked up): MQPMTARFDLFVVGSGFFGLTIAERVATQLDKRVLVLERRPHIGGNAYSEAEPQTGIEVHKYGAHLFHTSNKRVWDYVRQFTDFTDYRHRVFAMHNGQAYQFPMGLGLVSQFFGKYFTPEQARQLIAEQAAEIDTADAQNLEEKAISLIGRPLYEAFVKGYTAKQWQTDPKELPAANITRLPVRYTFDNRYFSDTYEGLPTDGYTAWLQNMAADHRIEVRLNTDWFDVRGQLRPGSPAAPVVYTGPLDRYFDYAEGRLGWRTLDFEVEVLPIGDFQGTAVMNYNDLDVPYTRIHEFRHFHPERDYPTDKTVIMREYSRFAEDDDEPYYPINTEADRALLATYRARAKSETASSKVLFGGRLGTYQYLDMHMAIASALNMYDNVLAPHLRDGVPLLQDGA
PrPC surface inh – reduces human prion protein on the cell surface. P04156. cell surface PrPC, TR-FRET read-out. inhibition, % at 13.8 µM. actives 0.43% (n = 370,000). AID 720596; in the data active = inhibition above about 24%; also: 0% = median of the test wells and 100% = reference compound wells
BioA inh – inhibitors of Mycobacterium tuberculosis BioA enzyme | purified M. tuberculosis BioA enzyme, plate reader | inhibition, % at 9.99 µM | actives 0.096% (n = 360,000); in the data active = inhibition above about 40%; inconclusive = no clear call, values can overlap the other calls
FadD28 binding – M. tuberculosis FadD28 bisubstrate binding inhibition; inhibition, % at 12.5 µM; actives 0.22% (n = 360,000); AID 588549; FadD28 bisubstrate probe binding, fluorescence polarization; in the data active = inhibition above about 8.5%, passing the limit was not always enough; inconclusive = no clear call, values can overlap the other calls
MazEF act – activators of E. coli MazEF toxin-antitoxin RNase; activation, % at 20 µM; actives 0.32% (n = 350,000); FAM/BHQ RNA-DNA oligo cleavage fluorescence, 5 h; P0AE70; in the data active = activation above about 50%
Target sequence (P0AE70 whole entry, looked up): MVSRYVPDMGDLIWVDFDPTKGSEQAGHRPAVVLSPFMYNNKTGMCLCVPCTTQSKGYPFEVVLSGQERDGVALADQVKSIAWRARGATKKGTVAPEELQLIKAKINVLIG
Rv3671c inh – Rv3671c (M. tuberculosis) protease inhibition | AID 2606 | actives 0.048% (n = 320,000) | P9WHR9 | inhibition, % at 5.96 µM; in the data active = inhibition above about 38%;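 also: extracellular domain of Rv3671c used as enzyme; 0% = enzyme with DMSO and 100% = no enzyme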
Target sequence (P9WHR9 whole entry, looked up, the tested form may be a part): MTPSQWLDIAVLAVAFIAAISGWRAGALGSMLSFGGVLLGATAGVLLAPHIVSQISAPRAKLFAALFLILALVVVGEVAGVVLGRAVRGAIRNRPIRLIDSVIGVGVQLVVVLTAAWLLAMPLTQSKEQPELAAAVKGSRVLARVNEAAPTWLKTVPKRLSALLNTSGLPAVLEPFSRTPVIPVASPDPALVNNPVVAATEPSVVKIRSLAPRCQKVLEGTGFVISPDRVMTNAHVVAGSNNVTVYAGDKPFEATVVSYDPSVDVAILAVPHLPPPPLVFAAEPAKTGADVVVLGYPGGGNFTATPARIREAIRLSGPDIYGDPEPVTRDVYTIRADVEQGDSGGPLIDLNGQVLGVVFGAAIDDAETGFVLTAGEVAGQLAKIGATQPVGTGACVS
* marks the source's active call; other numbers are inactive results; u = inconclusive; x = not tested or not shown; & = joins results of further samples.

The opening 4 records, ahead of the listing:
Below each SMILES: GDH-TPI inh, BoNT-F LC inh, FBA Mtb inh, Mtb UGM inh, PrPC surface inh, BioA inh, FadD28 binding, MazEF act, Rv3671c inh
> CC(C)C#Cc1ccc2c(c1)O[C@@H](CN(C)S(=O)(=O)c1cn(C)cn1)[C@@H](C)CN([C@H](C)CO)S2(=O)=O
  -1, 6, -1, x, 8, -2.2&0.5&1.4, -4.3, -1, x
> COC(=O)c1ccccc1NC(=O)Cn1c(=O)n(CCC(=O)NC2CCN(Cc3ccccc3)CC2)c(=O)c2ccccc21
  0, 0, 9, 2.5, 3, -0.7, -2.1, -20, 8
> O=C1CN(O)C(c2ccccc2Cl)=c2cc(Br)ccc2=N1
  -3, 27, -2, 1.7, 11, 2.3, -0.2, -1, -5
> CCCCN(CCCC)c1nc2ccccc2nc1C(C#N)C(=O)NCCCOC (stereo not given)
  11, -1, 3, -5.8, 0, -3.0, -1.2, -922, 4

The listing, from the start:
Below each SMILES: GDH-TPI inh, BoNT-F LC inh, FBA Mtb inh, Mtb UGM inh, PrPC surface inh, BioA inh, FadD28 binding, MazEF act, Rv3671c inh
> CC(C)C#Cc1ccc2c(c1)O[C@@H](CN(C)S(=O)(=O)c1cn(C)cn1)[C@@H](C)CN([C@H](C)CO)S2(=O)=O
  -1, 6, -1, x, 8, -2.2&0.5&1.4, -4.3, -1, x
> COC(=O)c1ccccc1NC(=O)Cn1c(=O)n(CCC(=O)NC2CCN(Cc3ccccc3)CC2)c(=O)c2ccccc21
  0, 0, 9, 2.5, 3, -0.7, -2.1, -20, 8
> O=C1CN(O)C(c2ccccc2Cl)=c2cc(Br)ccc2=N1
  -3, 27, -2, 1.7, 11, 2.3, -0.2, -1, -5
> CCCCN(CCCC)c1nc2ccccc2nc1C(C#N)C(=O)NCCCOC (stereo not given)
  11, -1, 3, -5.8, 0, -3.0, -1.2, -922, 4
> OC[C@H]1O[C@H](c2nc(-c3nc(-c4cccs4)no3)cs2)C[C@@H]1O
  12, 0, 2, x, 1, 0.9, 0.9, x, x
> OCCN(Cc1ccccc1)Cc1ccc(Cl)cc1
  -1, -7, 3, 0.1, -6, 2.1, -1.9, -7, -2
> CCOc1ccc(N=C2NC(=O)SC2CC(=O)OC)cc1 (stereo not given)
  2, -2, 0, -0.1, 6, x, 0.0, 8, 9
> Cn1cc(S(=O)(=O)N2CCC(C(N)=O)CC2)c(=O)n(C)c1=O
  -5, -7, 2, 1.6, 4, -0.4, 0.7, -1, -3
> FC(F)(F)c1cccc(N/N=C/c2ccccc2)c1
  3, -5, -1, -0.9, 9, -0.4, -3.5, 5, 14
> N#CC1=C(N)Oc2cc(N)ccc2C1c1ccc(Cl)cc1 (stereo not given)
  5, -2, -3, 0.5, -4, 0.3, 1.3, 13, 1
> OC(Cc1cccnc1)(c1ccccc1)c1ccccc1
  2, 5, 0, x, -3, x, -2.5, 11, x
> CCN1CCN(c2cc(C)c3cc(NC(=O)c4cncc(Br)c4)ccc3n2)CC1
  12, -6, -2, -0.5, -15, -3.5, 0.1, 20, 5
> COc1cc(/C=N/NC(=O)c2cccc([N+](=O)[O-])c2)ccc1OC(=O)c1ccco1
  0, 3, 3, 2.8, -1, x, -2.7, 21, -1
> CCC(C(=O)Nc1cccc(C(F)(F)F)c1)c1ccccc1 (stereo not given)
  -12, -3, -3, -1.7, 4, 2.6, -9.6, -14, -13
> CCOC(=O)N1CCN(C(=O)c2ccc3c(c2)N=C(C)c2cc(Cl)ccc2S3)CC1
  7, -3, -1, -0.4, 9, 0.1, -2.0, 7, -13
> Cc1ccc(S(=O)(=O)C2(C(=O)Nc3ccc(F)cc3)CC2)cc1
  -2, 1, 1, x, 6, -0.1, -1.2, 7, 2
> CC(=O)N1CCN(c2ccc(S(=O)(=O)N3CCOCC3)cc2[N+](=O)[O-])CC1
  3, 4, -1, 2.8, -19, 5.4, -1.9, 6, 1
> COC(=O)c1ccc(CN2CCN(Cc3ccccc3)C(CCO)C2)cc1 (stereo not given)
  1, 1, -2, -4.3, 7, x, 0.6, -6, -11
> Cc1cc([N+](=O)[O-])nn1Cc1c(F)c(F)c(F)c(F)c1F
  -5, 14, 0, -3.5, -2, 0.5, -2.1, 2, 5
> CCCCC(=O)NC(c1ccco1)c1c(O)ccc2ccccc12 (stereo not given)
  1, 4, 3, -2.0, 3, 1.3, -1.8, -8, 1

Quoted from the listing for reference:
Below each SMILES: GDH-TPI inh, BoNT-F LC inh, FBA Mtb inh, Mtb UGM inh, PrPC surface inh, BioA inh, FadD28 binding, MazEF act, Rv3671c inh
> OC(Cc1cccnc1)(c1ccccc1)c1ccccc1
  2, 5, 0, x, -3, x, -2.5, 11, x
> CCN1CCN(c2cc(C)c3cc(NC(=O)c4cncc(Br)c4)ccc3n2)CC1
  12, -6, -2, -0.5, -15, -3.5, 0.1, 20, 5

Continuation.
Below each SMILES: GDH-TPI inh, BoNT-F LC inh, FBA Mtb inh, Mtb UGM inh, PrPC surface inh, BioA inh, FadD28 binding, MazEF act, Rv3671c inh
> Cc1cccc(N2CC(C(=O)Nc3ccc(N4CCOCC4)cc3)CC2=O)c1C (stereo not given)
  3, 4, -3, 1.0, 2, -2.1, 0.7, 11, -2
> Cc1[nH]nc2c1C1(CCC3(CC1)OCCO3)C(C#N)=C(N)O2
  2, -19, 0, 1.9, -1, x, 0.0, 5, 5
> Cc1ccc2cc3cc(C(=O)NCCC(C)C)oc3nc2c1
  28, 2, 22, 0.8, -6, -4.1, -4.3, -8, -1
> O=C1c2ccccc2C(=O)C1c1ccccc1
  -1, -20, 4, x, 9, -1.1, -1.8, 2, -1
> O=C(CSc1ncc(-c2ccccc2)n1CC1CCCO1)N1CCCCC1 (stereo not given)
  6, 11, -2, 0.4, -1, 0.3, -2.5, 4, -12
> CN(Cc1nc(Cc2cccc(F)c2)no1)CC1COCCO1 (stereo not given)
  -1, 14, 0, 1.0, 0, x, -2.9, 5, -2
> O=C(c1ccc(F)cc1)C1CCN(C(=S)NCC2CCCO2)CC1 (stereo not given)
  0, -3, -2, -1.7, -1, x, 1.1, -12, -3
> CC(C)(C)c1ccc(C(=O)N2CCCN(c3ccc([N+](=O)[O-])cn3)CC2)cc1
  17, u, -3, 3.9, -8, -0.6, -8.5, 4, 1
> Nc1ccc(C(=O)NCC2(c3ccccc3)CCCC2)cc1
  -4, -1, 0, -0.6, 8, -1.4, -7.5, 6, 9
> O=C(CN(C(=O)CCC(=O)Nc1nccs1)c1ccccc1F)NCC1CCCO1 (stereo not given)
  -1, 32, 8, 0.9, 4, -0.4, -3.0, -3, -4
> Cc1nn(-c2ccccc2)c(NC(=O)c2ccccc2)c1Br
  8, -10, -1, 1.9, -14, 0.0, -0.6, -3, -1
> O=C1CCC(=O)N1CCc1c[nH]c2ccccc12
  0, -16, 1, -0.3, 2, -0.4, -1.3, 5, 3
> CC(CC(=O)N(CCC1=CCCCC1)c1c(N)n(Cc2ccccc2)c(=O)[nH]c1=O)c1ccccc1 (stereo not given)
  5, -20, 3, 1.0, -6, x, -0.7, -10, -2
> O=[N+]([O-])c1ccc(C2=NN(CCO)C(=Nc3ccc(OC(F)(F)F)cc3)SC2)cc1
  10, u, -5, -0.6, -3, x, -8.9, -10, 1
> Cc1ccc(NS(=O)(=O)c2c(C)[nH]c(C)c2C(=O)N2CCCCC2)cc1F
  -7, 3, 0, -3.8, -1, 2.7, -0.9, 8, 17
> CC(=O)c1cccc(N2C(=NC(=O)C3CCCCC3)SC3CS(=O)(=O)CC32)c1 (stereo not given)
  -1, 3, -2, -1.9, -2, -0.6, -3.1, 2, -6
> CC1(C)CN(c2ccccc2)N(C(=O)c2ccc(C#N)cc2)C1=O
  -2, -31, -9, 1.2, 7, 1.5, -4.6, -8, -2
> O=[N+]([O-])c1ccc(O)c(C=NN2CCCCC2)c1
  10, -2, -2, x, -2, -0.6, -2.4, 8, x
> O=C(CCCc1nc(-c2ccc(Cl)cc2)no1)N1CCOCC1
  -2, -6, 2, 1.1, 8, -2.0, -4.4, -1, -7
> COCc1nc2sc(C)c(C)c2c(=O)[nH]1
  0, -50, 1, -4.1, 0, -0.2, 1.0, 4, 0

Remaining list, next part.
| Molecule | GDH-TPI inh | BoNT-F LC inh | FBA Mtb inh | Mtb UGM inh | PrPC surface inh | BioA inh | FadD28 binding | MazEF act | Rv3671c inh |
| --- | --- | --- | --- | --- | --- | --- | --- | --- | --- |
| C=CCn1c(SCC(=O)Nc2ccc(C(=O)O)cc2)nnc1-c1cccnc1 | 4 | -4 | 1 | 3.5 | -8 | -0.1 | -2.9 | 9 | -2 |
| COc1cc(CN2CCN(Cc3cccc(OC)c3OC)CC2)cc(OC)c1 | -3 | -18 | 0 | 0.9 | 28* | -0.6 | -3.9 | 8 | -4 |
| CN(CC(=O)Nc1ccc(N2CCOCC2)cc1)C(=O)c1ccc(O)c(Cl)c1 | 0 | -6 | 0 | 0.5 | -1 | -4.3 | -2.6 | -3 | -1 |
| CC(C)(C)C(=O)OCCNc1nc(-c2ccccc2)nc2ccccc12 | 11 | -1 | -2 | 2.3 | 0 | 0.1 | -5.6 | 0 | -7 |
| O=C(NC1CCCC1)C(c1ccccn1)N(C(=O)c1csnn1)c1ccccc1Br (stereo not given) | 2 | 5 | 1 | x | -1 | x | -3.5 | -5 | 0 |
| COc1ccc(-c2nn(-c3ccccc3)cc2C(=O)Nc2nccs2)cc1 | 13 | -14 | 1 | -0.9 | 8 | -3.0 | -0.5 | 15 | -75 |
| O=C(NCCc1ccccn1)c1nc(Cn2ccc([N+](=O)[O-])n2)no1 | -3 | 5 | 0 | -2.5 | -8 | 0.3 | -1.0 | 3 | -5 |
| CC(=O)OCc1nc2ccccc2s1 | -4 | -6 | 2 | 1.0 | -2 | -3.9 | 0.0 | -21 | -4 |
| CCOC(=O)c1nc2nc(-c3cccs3)cc(C(F)(F)F)n2n1 | 18 | 0 | 114* | 4.6 | -8 | -2.9 | 0.5 | 7 | 4 |
| COc1ccc(NS(=O)(=O)c2cccc(C(=O)NNC(=O)CN3C(=O)NC(C)(C)C3=O)c2)cc1 | 1 | 8 | 1 | 1.1 | -10 | x | -1.4 | 2 | -5 |
| COCCNC(=S)N=Nc1c(O)[nH]c2ccc([N+](=O)[O-])cc12 | 19 | -3 | 3 | 2.7 | -11 | -1.5 | -0.3 | 9 | -8 |
| COc1ccc(Cl)cc1NC(=O)COC(=O)c1ccc(Br)o1 | 2 | 2 | -1 | -2.4 | 3 | -1.8 | -3.3 | 8 | -1 |
| S=C(NC1CC1)N1CCN(c2ccc(Cl)cc2)CC1 | -9 | 0 | 2 | -2.8 | 6 | x | -2.9 | 0 | 0 |
| O=C(COn1nnc2ccc(S(=O)(=O)N3CCOCC3)cc21)NCc1cccc(Cl)c1 | -10 | 14 | -3 | x | 11 | -0.6 | -3.6 | 0 | x |
| COc1cccc(-c2c(C(=O)N/N=C/c3ccncc3)nnn2-c2nonc2N)c1 | 8 | x | -1 | -1.3 | -10 | -0.4 | -3.9 | 11 | -10 |
| COC(=O)C1=C(c2ccc(C(C)=O)cc2)C[C@@H]2CC[C@H]1N2C(=O)NCc1ccc2c(c1)OCO2 | 7 | -9 | 1 | 0.3 | -4 | 1.3 | 0.7 | 5 | -8 |
| O=C(O)c1cnc(N2CCOCC2)nc1 | -8 | 14 | 0 | 1.8 | 5 | x | -2.8 | -13 | 0 |
| Cc1cc(S(=O)(=O)NCC(c2ccc3c(c2)OCO3)N2CCOCC2)ccc1F (stereo not given) | -3 | u | 1 | 2.8 | 1 | 0.7 | 0.0 | -3 | -5 |
| CC12CCC(C(=O)Nc3cccc(NC(=O)C45CCC(C)(C(=O)O4)C5(C)C)n3)(OC1=O)C2(C)C | 4 | -15 | 2 | 4.9 | -5 | 0.9 | -0.4 | 7 | 1 |
| O=c1c(C=NCc2cccnc2)c(C(F)(F)F)[nH]n1-c1nc2ccccc2s1 | -3 | -1 | 0 | -2.0 | 0 | x | -3.2 | 2 | 4 |
| COc1ccc(NC(=O)CSc2ncc(-c3ccc(F)cc3)n2Cc2ccco2)cc1 | -1 | -12 | 0 | 2.0 | 21 | 0.8 | -0.4 | -8 | -4 |
| CCc1ccc(NC(=O)Cn2c(=O)n(CCCC(=O)NCc3ccco3)c(=O)c3ccccc32)cc1 | -6 | -5 | 2 | 1.3 | 7 | -0.8 | -5.6 | -17 | 5 |

Source: PubChem
